Screening data (PubChem BioAssay)
TCR activator: activators of T cell receptors; AID 504894; Potency, µM (titrated, usually from 9.22 µM), inactives show top-dose activation of IL-2 secretion, hits mostly activators; primary human leukocytes, anti-CD3, IL-2 HTRF, 48 h; 330,000 tested, under 10 active; also: % of control where 0% means no effect
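Human primary leukocytes + a-CD3 beads + cpd, 48 hr; IL-2 in supernatant by HTRF (ex 320nm / em 665nm). No co-stimulatory signal supplied.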
Eya2 inh: Eya2 (human) phosphatase inhibition | O00167 | recombinant Eya2, OMFP fluorescence dephosphorylation (OMFP is methylfluorescein phosphate) | Potency, µM (doses to about 76.9 µM), without a hit: top-dose activity, negative = inhibition, actives largely listed as inhibitors | actives 0.006% (n = 330,000); also: potency is read from the fitted curve at half-maximal effect; % is scaled to controls: 0 for no effect and ±100 for the full control effect
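Eya2 (0.2 uM) preincubated 10 min at ambient with compound, then OMFP substrate added at 50 uM; 10 min reaction in 50 mM HEPES pH 7.5, 50 mM NaCl, 5 uM MgCl2, 0.05% BSA, 1 mM DTT. Fluorescence read at Ex 485/Em 525 nm.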
hERG WT inh: KCNH2 (human, wildtype) channel inhibition; U2OS, BacMam KCNH2, thallium flux FluxOr; hits give low values; actives 0.37% (n = 340,000); Q12809; activity change, % at 1.84 µM; AID 720551;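 active = maximum activity change below -70%; inconclusive = maximum activity change between -70% and -50%; inactive = maximum activity change above -50%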; also: % is scaled to controls: 0 for no effect and ±100 for the full control effect
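U2OS cells transduced with wild-type KCNH2 virus are loaded with FluxOr dye for 45 min, and thallium flux is measured in kinetic reads before and after stimulation buffer. Rate constants are normalized to DMSO controls.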
Mito fusion act: blocks mitochondrial division or promotes mitochondrial fusion. S. cerevisiae fusion-defective mutant growth rescue, CellTiterGlo 48 h. Potency, µM (top dose mostly 46.1 µM), without a hit: at the top dose growth rescue (activation), hits mostly activators. actives 0.23% (n = 320,000). AID 485298;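 also: potency is read from the fitted curve at half-maximal effect; % of control where 0% means no effect; nearly all actives have a fitted effect of over 45% in size; temperature-sensitive fusion mutants such as fzo1-1 at 37 °C on non-fermentable ethanol glycerol medium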
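S. cerevisiae fusion-defective temperature-sensitive mutants (e.g. fzo1-1, mgm1-5) grown 48 h at 37C in YPEG (ethanol/glycerol non-fermentable) medium with 23 nl compound per well; growth rescue read as CellTiterGlo luminescence.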
USP2a inh: inhibitors of human ubiquitin-specific protease USP2a; O75604; USP2 core, Ub-CHOP2 coupled fluorogenic reporter, 485/531; Potency, µM (titrated, usually from 38.3 µM), without a hit: at the top dose activity change, negative = inhibition, most hits filed as inhibitors; actives 0.01% (n = 330,000); AID 463254;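 also: potency is read from the fitted curve at half-maximal effect; plate controls were DMSO wells for no effect and full inhibition by NEM control for full effect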
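Deubiquitinase activity read as fluorescence (485/531 nm) after Ub-CHOP2 cleavage activates the enterokinase reporter on its substrate; USP2 core 10nM, Ub-CHOP2 and substrate 25nM each, 30min compound preincubation then 60min RT; data normalized to NEM, curves fitted.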
AT treatment: potential ataxia-telangiectasia treatment. […] A-T fibroblasts, KAP-1 phosphorylation AlphaLISA; neocarzinostatin DNA damage 30 min before lysis. Potency, µM (top dose mostly 57.5 µM), for the others: at the highest dose activation, most hits filed as activators. actives 0.19% (n = 320,000); also: potency is read from the fitted curve at half-maximal effect; % of control where 0% means no effect; nearly all actives have a fitted effect of over 45% in size
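ATM-like activity read as KAP-1 phosphorylation via AlphaLISA donor/acceptor antibody pairs after lysis and 6 hr at 25C. Cells were ATM-null patient fibroblasts ([…], hTERT), dosed 60 min, then exposed to the DSB inducer NCS for 30 min.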
ELG1 repair inh: blocks ELG1-dependent DNA repair in HEK293T cells | Potency, µM (doses to about 46.1 µM), for the others: at the highest dose activity change, negative = inhibition, hits mostly inhibitors | actives 2.3% (n = 330,000) | HEK293T ELG1-luciferase reporter, luminescence, 16 h; DNA damage induced by 5-fluorouridine; also: potency is read from the fitted curve at half-maximal effect; % is scaled to controls: 0 for no effect and ±100 for the full control effect; nearly all actives have a fitted effect of over 55% in size
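Step one: seed 2,000 cells per well. Step two: pin-transfer compound or DMSO alongside 5-fluorouridine. Step three: incubate 16 hr, 37 °C, 5% CO2. Step four: add ONE-Glo, wait 30 min, read luminescence.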
KCNH2 3.1 inh: KCNH2 3.1 (human) potassium channel inhibition. U2OS KCNH2 3.1, thallium flux FluxOr; hits give low values. activity change, % (tested at about 1.8 µM). AID 720553. actives 0.95% (n = 340,000);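 active = maximum activity change below -70%; inconclusive = maximum activity change from -70% to -50%; inactive = maximum activity change above -50%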;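 also: thallium influx rate constant from kinetic fluorescence after stimulation buffer; % is scaled to controls: 0 for no effect and ±100 for the full control effect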
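Thallium flux via FluxOr fluorescence (Red40 quencher, 45 min loading) in U2OS cells virally expressing the KCNH2 3.1 isoform (1.77 x 10^8 /mL virus, overnight at 37 C). Rate constants from 2-min kinetic reads post-stimulation, normalised to positive and negative controls.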
TRPV1 ag: agonists of human vanilloid receptor 1 (TRPV1); actives 0.19% (n = 320,000); TRPV1-expressing cells, Fluo-8 calcium influx, agonist mode; activation, % at 8.33 µM; AID 540275; Q8NER1; in the data active = activation above about 80%; inconclusive = between about 30% and that limit; also: 0% is about no effect
Target sequence (Q8NER1 whole entry, looked up): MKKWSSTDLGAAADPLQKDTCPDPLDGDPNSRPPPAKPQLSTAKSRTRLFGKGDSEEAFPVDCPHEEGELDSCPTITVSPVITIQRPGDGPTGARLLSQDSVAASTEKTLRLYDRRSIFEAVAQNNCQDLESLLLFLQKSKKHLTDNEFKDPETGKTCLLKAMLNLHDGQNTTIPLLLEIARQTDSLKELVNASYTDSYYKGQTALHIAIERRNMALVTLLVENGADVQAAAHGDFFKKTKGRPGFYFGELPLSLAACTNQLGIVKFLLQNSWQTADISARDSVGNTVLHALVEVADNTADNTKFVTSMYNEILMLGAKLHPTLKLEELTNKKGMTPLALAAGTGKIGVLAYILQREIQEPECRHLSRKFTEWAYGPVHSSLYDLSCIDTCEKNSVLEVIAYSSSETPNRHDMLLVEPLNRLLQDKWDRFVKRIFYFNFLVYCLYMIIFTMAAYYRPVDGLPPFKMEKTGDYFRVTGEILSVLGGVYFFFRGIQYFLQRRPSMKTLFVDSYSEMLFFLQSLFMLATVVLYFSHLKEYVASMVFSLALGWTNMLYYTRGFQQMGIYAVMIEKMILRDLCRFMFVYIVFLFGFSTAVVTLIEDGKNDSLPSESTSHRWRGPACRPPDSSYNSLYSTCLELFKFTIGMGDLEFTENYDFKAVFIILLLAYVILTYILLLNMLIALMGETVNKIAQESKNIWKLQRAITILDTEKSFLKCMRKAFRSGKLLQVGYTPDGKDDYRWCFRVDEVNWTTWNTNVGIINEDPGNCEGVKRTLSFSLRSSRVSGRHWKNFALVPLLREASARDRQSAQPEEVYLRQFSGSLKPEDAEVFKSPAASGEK
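Fluo-8 calcium influx in TRPV1-expressing cells, kinetic read (ex 480/em 520 nm). Compound added and read 3 min for agonist activity, followed by capsaicin at EC20 final and 2 min further read for enhancement.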
TSHR antag: antagonists of human thyroid stimulating hormone receptor; P16473; TSHR-expressing cells, TSH-stimulated cAMP HTRF, 2 h; hits give low values; activity change, negative = inhibition, % at 11.5 µM; actives 0.2% (n = 330,000);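 active = activity change below a set negative limit, meaning inhibition stronger than a set level, cut at about -70% in these data; inconclusive = activity change between two set negative limits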; also: % is scaled to controls: 0 for no effect and ±100 for the full control effect
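Antagonism was scored as loss of TSH-driven cAMP in TSHR cells, stimulated with 4nM TSH (EC80) for 2 hours at 37 deg C and detected by homogeneous HTRF competition immunoassay.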
* = called active by the depositor; i = inactive; ? = inconclusive; / = not tested or not shown; [ ] = another dose, or the depositor's remark. Unless noted, calls follow the shape of the dose curve; as a rule, active = well fitted curve in the direction sought with a large enough effect; inconclusive = small, poorly fitted or top-dose-only effect, or another doubt; inactive = no such curve, though single readings can be large; an effect the other way counts as inactive or inconclusive. This is a subset; the hit share may differ from the screen's.

SMILES	TCR activator	Eya2 inh	hERG WT inh	Mito fusion act	USP2a inh	AT treatment	ELG1 repair inh	KCNH2 3.1 inh	TRPV1 ag	TSHR antag
Cc1cc(C)nc(NC(N)=NCCc2c[nH]c3ccccc23)n1	-1%	-3%	-2	-5%	3%	3%[11.5 µM]	?	13	0	-4
CCN1CCCc2cc(CN(CCN3CCOCC3)C(=S)Nc3ccc(OC)cc3)ccc21	-10%	-17%	-2	8%	2%	-2%	7%	4	9	15
COc1ccc(C(=O)N2CCN(C(=O)C3COc4ccccc4O3)CC2)cc1 (centres undefined)	-2%	-24%	6	1%	0%	2%	?	16	-2	27
COc1cc(C(=O)n2nc(C)cc2C)ccc1O	-1%	-42%	1	1%	0%	-4%	-8%	-2	-2	6
Cc1ccccc1-n1c(C)cc(/C=N/NC(=O)c2ccncc2)c1C	/	28%	-1	-1%	0%	-8%	?	-12	?	5
CCn1c(CC(=O)Nc2ccc(C)cc2)nnc1SCC(=O)NCc1ccccc1	/	-23%	-1	-2%	-2%	-9%	16%	-4	1	-2
CN(C)CCCN(C(=O)COc1ccc(Cl)cc1)c1nc2ccc(F)cc2s1	3%	-12%	-2	11%	2%	4%	21%	?	7	13
COc1ccc(S(=O)(=O)Nc2ccccc2N2CCOCC2)cc1[N+](=O)[O-]	-1%	-17%	-10	9%	6%	-1%	-28%	-1	11	7
CC(C(=O)O)c1ccc2c(c1)[nH]c1ccc(Cl)cc12 (centres undefined)	3%	5%	-5	5%	1%	3%	9%	-9	1	-9
COc1ccc(CCN2C(=O)CC(Cc3ccc(Br)cc3)C2=O)cc1OC (centres undefined)	1%[46.1 µM]	-5%	-10	2%	0%	1%	?	-18	22	-14
CCC(CC)NC(=O)CSc1nnc(-c2ccc(OC)cc2)n1C(C)C	-5%	/	2	1%	/	/	/	14	-3	/
O=C(Nc1ccc2c(c1)OCCO2)Nc1ccc2c(c1)OCO2	0%	8%	i	-5%	0%	-2%	?	1	?	-1
CCc1nnc(NC(=O)C(NS(=O)(=O)c2ccc3c(c2)OCCO3)C(C)C)s1 (centres undefined)	4%	2%	2	-3%	-1%	3%	-23%	3	-1	5
N#Cc1ccccc1CN1C(=O)S/C(=C/c2cccn2-c2cccc(C(=O)O)c2)C1=O	8%	6%	-4	0%	3%	-11%	21%	-21	-1	-19
CCc1ccc(NC(=O)c2sccc2-n2cccc2)cc1	-7%	-8%	2	23%	0%	1%	24%	-2	18	-3
CCc1ccc(-n2c(=O)c3c(C)c(C(=O)N(C)C)sc3n(CC(=O)NCC3CCCO3)c2=O)cc1 (centres undefined)	6%	-11%	-21	3%	-4%	-1%	2%	-7	-4	10
COc1ccc(CCNC(=O)CN(C)S(=O)(=O)c2cccs2)cc1	1%	23%	8	3%	4%	15%	-8%	6	1	6
CCn1cc(C(=O)NCCOC)c(=O)c2ccc(C)nc21	-6%	-2%	0	-1%	0%	-1%	10%	17	1	10
N#Cc1cc(-c2ccccc2)nc(N2CCNCC2)n1	-3%	-3%	-15	-6%	2%	32µM*	8%	-19	2	3
CCCCOC(=O)Nc1ccc(S(=O)(=O)Nc2nccs2)cc1	2%	-9%	-11	0%	2%	27%	?	3	-1	2
CCc1ccc(NC(=O)c2ccccc2Br)cc1	-14%	-1%	2	14%	7%	5%	?	14	?	8
CCCCN1C(=O)N(CCc2ccc(F)cc2)S(=O)(=O)c2cc(C(F)(F)F)ccc21	2%[46.1 µM]	-9%	-2	/	2%	7%	14%	-16	/	11
CSc1nc(C)cc(OCC(=O)n2nc(C)cc2C)n1	2%	10%	-17	4%	0%	-2%	0%	3	3	-12
COc1ccccc1/C=N/NC(=O)c1ccc2c(c1)OCO2	-2%	?	-5	0%	0%	9%	?	-21	6	-15
NC(=O)c1ccc[n+](CC(=O)c2ccc(F)cc2)c1	5%	24%	-1	-4%	3%	-9%	-3%	-3	2	-1
CCC(C)[C@H](NC(=O)NCCCOC(C)C)C(=O)OC (some centres undefined)	-4%	-3%	3	5%	11%	-2%	?	-7	0	1
C/C(N)=C(/C#N)C(=O)COC(=O)C1CCC(C(C)(C)C)CC1 (centres undefined)	1%	-10%	11	23%	0%	-2%	-24%	8	?	-8
Cc1ccc(NC(=O)CSc2cccc3cccnc23)c(C)c1	/	-14%	-37	-3%	0%	16%	2%	-16	3	23
CCOc1cc(-n2nc(C)c(C#N)c2N)nc(SC)n1	-3%[46.1 µM]	-4%	/	2%	-3%	4%	19%	/	4	25
COc1ccc(NC(=O)c2cccc(N3C(=O)C4CC=C(C)CC4C3=O)c2)c(OC)c1 (centres undefined)	-6%	7%	6	0%	-1%	14%	?	0	2	-3
CC(C)(C)c1nn(-c2ccccc2)c2[nH]c(=O)c(CNCc3ccc4c(c3)OCO4)cc12	1%	4%	19	-8%	-17%	/	-14%	-9	-1	/
Cn1c(=O)c2nc(-c3ccccc3)oc2c2ccccc21	/	-8%	6	12%	1%	-5%	?	1	1	2
CN(C)S(=O)(=O)c1ccc(N2CCCC2)c(C(=O)OCC(=O)NC2(C#N)CCCCC2)c1	2%	7%	-12	-2%	2%	-12%	?	10	?	2
CCn1cc(C(=O)Nc2ccccc2C(=O)OC)c(=O)c2ccc(C)nc21	/	5%	/	9%	-1%	/	?	/	25	-22
CC(NCc1ccccc1)C1COc2ccccc2O1 (centres undefined)	3%	4%	-1	6%	1%	/	5%	-17	1	0
CC(=O)Nc1ccc(C(=O)COC(=O)c2nc3nc(C)cc(C)n3n2)cc1	-2%	-10%	-5	7%	-4%	?	6%	9	-5	9
NC(=O)Cn1c(=O)n(CCCC(=O)NC2CCN(Cc3ccccc3)CC2)c(=O)c2ccccc21	3%	15%	5	2%	4%	6%	0%	2	-1	-1
O=C(NCC(=O)N1CC=C(c2ccccc2)CC1)c1ccccc1Br	2%	-4%	-6	-3%	-3%	15%	-24%	/	-1	-9
CCN(CC)CCNc1nc(-c2ccccc2)c2c(c1C#N)CC(C)(C)OC2	3%	9%	20	-12%	?	/	-10%	-7	5	14
CCc1ccc(N/C(N)=N/c2nc(CSc3ncccn3)cc(=O)[nH]2)cc1	5%	4%	2	-6%	-1%	0%	?	-10	0	-3
Cc1onc(-c2ccccc2)c1C(=O)Nc1ccc(OC(C)C)cc1	6%[46.1 µM]	-18%	-1	4%	1%	2%	-5%	4	7	-6
CN(CCOc1ccccc1)CCOc1ccccc1	0%	0%	4	-6%	-1%	-4%	17%	-12	15	11
Cc1ccc(C(C)C)c(OCC(=O)N/N=C2\CC(=O)CC(C)(C)C2)c1	-12%	-16%	-3	-1%	5%	-1%	-11%	7	0	-5
CC(CN1CCCC1)OC(=O)c1ccccc1Cl (centres undefined)	/	8%	-3	-4%	3%	18%	22%	5	1	-12
COC(=O)CSc1nnc(-c2cccc(NC(=O)c3ccc(C)cc3)c2)n1C	-6%	18%	-11	-2%	0%	11%	0%	/	1	5
O=C(Nc1ccc(SC(F)F)cc1)C1=COCCO1	/	17%	-7	3%	4%	-4%	?	3	?	1
COc1ccc(CNC(=O)c2c(C)cc(=O)oc2C)cc1	-7%	-29%	-7	10%	0%	0%	1%	-8	-4	3
O=S(=O)(NCCCCNS(=O)(=O)c1c(F)cccc1F)c1ccc2c(c1)OCCO2	-1%	-6%	/	1%	-1%	1%	5%	/	2	8
CC(=O)N1CCN(CC(=O)Nc2cc([N+](=O)[O-])ccc2Cl)CC1	2%	-5%	10	-4%	-1%	1%	9%	2	0	31
O=C(Nc1ccccn1)C12CC3CC(CC(C3)C1)C2	2%	-6%	-14	11%	4%	4%	-1%	24	-1	-10
CCOCCCNC(=O)C(NC(=O)c1ccc(=O)[nH]c1)c1ccc(Cl)cc1 (centres undefined)	-4%	5%	-30	1%	2%	10%	19%	3	-3	-71*
Cc1cccc(C2c3[nH]c4ccccc4c3CCN2C(=O)c2cn(C)c3ccccc3c2=O)n1 (centres undefined)	-5%	-3%	-2	-1%	6%	-6%	-6%	17	0	-11
O=C1C[C@H]2[C@H](CO)[C@@H](OC(=O)c3ccc(-c4ccccc4)cc3)C[C@H]2O1	-1%	-4%	0	-3%	1%	10%	?	1	28	18
Cc1nc2ccccc2n1CC(=O)NC1CCCC1	9%	5%	3	-1%	2%	3%	-29%	-17	2	-8
C=CCn1c(SCC(=O)c2ccc(CNC(C)=O)o2)nc2ccccc2c1=O	2%	2%	11	-3%	1%	3%	0%	8	4	-10
